Wnt act: Wnt/beta-catenin pathway activation; 300,000 compounds, 1.2% hits; activation, % at 9.35 µM; Wnt/beta-catenin reporter cell assay, activator, plate reader; in the data active = activation above about 30%, passing the limit was not always enough; inconclusive = no clear call, values can overlap the other calls;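 note: 0% = neutral control wells and 100% = positive control wells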
PvdQ acylase: blocks Pseudomonas aeruginosa PvdQ acylase activity; purified PvdQ acylase, fluorescence plate reader; inhibition, % at 10 µM; 340,000 compounds, 0.063% hits; AID 488965; in the data active = inhibition above about 30%, passing the limit was not always enough; inconclusive = no clear call, values can overlap the other calls;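 note: 0% = vehicle neutral wells and 100% = reference inhibitor wells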
AddAB inh: less growth of phage-infected E. coli with AddAB; 330,000 compounds, 0.29% hits; inhibition, % at 11.9 µM; E. coli expressing H. pylori AddAB, absorbance growth; in the data active = inhibition above about 12%;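 note: 0% = vehicle wells of infected cells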
CAL PDZ inh: blocks peptide binding to human CAL PDZ domain; 330,000 compounds, 0.02% hits; purified CAL PDZ, TMR-peptide fluorescence polarization, 1 h; AID 504414; Q9HD26; inhibition, % at 20 µM;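 active = highest replicate inhibition of at least 40%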;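 note: plate controls were DMSO neutral control wells for no effect and unlabeled competitor peptide control wells for full effect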
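Material – purified CerCALP PDZ construct · Detection – FP readout, S and P plane fluorescence · Measure – percent inhibition from loss of millipolarization · Controls – unlabelled peptide for full inhibition, DMSO wells as neutral · Probe or stimulus – TMR-labelled reporter peptide T*-PRC34 bound in PDZ groove · Times – 1 h at RT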
Ecoli viability: reduces bacterial viability in AddAB counter-screen; E. coli V3065 growth, OD600 absorbance, 18 h; inhibition, % at 11.9 µM; 330,000 compounds, 0.27% hits;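 active = inhibition above the campaign's mean inhibition across all tested compounds plus 3 SD, cut at about 9.9% in these data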;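 note: uninfected addAB+ strain grown without phage in ampicillin broth; 0% = DMSO wells and 100% = ciprofloxacin 0.95 µg/ml wells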
Tat export inh: blocks Tat-dependent protein export in E. coli | E. coli MC4100 TorA-mCherry Tat export, fluorescence | inhibition, % at 10 µM | 340,000 compounds, 0.036% hits;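 active = mean replicate inhibition at least 50% and at least half of replicates individually reaching 50%; inconclusive = only one of the two criteria met; inactive = neither criterion met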;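 note: exported cargo escapes ClpAP degradation while cytoplasmic cargo is degraded and loses fluorescence; 0% = median of neutral control wells and 100% = median of NaSCN control wells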
phage Ecoli inh: E. coli growth loss with phage present; 360,000 compounds, 0.26% hits; growth absorbance; inhibition, % at 11.9 µM; in the data active = inhibition above about 11%
DAGLB inhibitor: diacylglycerol lipase beta (human) inhibition. HEK293T DAGLB membrane lysate, EnzChek fluorogenic substrate. inhibition, % at 5.17 µM. 340,000 compounds, 0.059% hits. AID 504411; in the data active = inhibition above about 34%;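 note: 0% = enzyme with vehicle and 100% = wells lacking enzyme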
Target sequence (Q8NCG7 whole entry, looked up): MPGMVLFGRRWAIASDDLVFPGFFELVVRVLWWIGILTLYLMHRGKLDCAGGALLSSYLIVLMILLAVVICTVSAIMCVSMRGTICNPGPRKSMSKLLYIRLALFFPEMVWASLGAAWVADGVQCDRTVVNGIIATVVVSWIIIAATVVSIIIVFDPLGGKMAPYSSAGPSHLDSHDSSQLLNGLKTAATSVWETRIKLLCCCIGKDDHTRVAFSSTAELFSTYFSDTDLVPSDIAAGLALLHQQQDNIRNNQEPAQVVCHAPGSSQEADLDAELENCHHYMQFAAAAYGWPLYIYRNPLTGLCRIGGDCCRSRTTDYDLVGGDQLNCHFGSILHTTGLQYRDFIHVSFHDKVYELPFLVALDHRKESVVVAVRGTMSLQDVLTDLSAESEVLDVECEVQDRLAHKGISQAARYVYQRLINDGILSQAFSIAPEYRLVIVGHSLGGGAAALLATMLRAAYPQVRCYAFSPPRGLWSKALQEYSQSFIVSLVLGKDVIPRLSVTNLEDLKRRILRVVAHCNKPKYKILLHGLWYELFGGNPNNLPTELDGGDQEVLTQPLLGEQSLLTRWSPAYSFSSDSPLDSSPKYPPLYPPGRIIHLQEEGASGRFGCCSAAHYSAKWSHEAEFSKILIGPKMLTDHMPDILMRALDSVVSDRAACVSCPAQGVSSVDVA
Rtt109 HAT inh: C. albicans Rtt109 histone acetyltransferase inhibition. purified Rtt109/Vps75, ThioGlo CoA-SH fluorescence, 4 h. AID 540336. inhibition, % at 34.9 µM. Q5AAJ8. 330,000 compounds, 0.16% hits;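 active = inhibition of at least 50% in every replicate; inconclusive = best replicate reaches 50% inhibition but some replicates fall short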
PfHsp90 yeast 2: reduces growth (ATP signal) of yeast expressing P. falciparum Hsp90; 310,000 compounds, 0.32% hits; AID 504621; S. cerevisiae expressing PfHsp90, BacTiter-Glo ATP, 48 h; yeast lacking PDR1 and PDR3 efflux regulators; inhibition, % at 9.4 µM;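 active = every replicate shows inhibition above about 80%, whatever the replicate mean, limit read from the data; inconclusive = mean inhibition reaches the set limit but some replicate falls short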;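 note: 0% = DMSO neutral controls and 100% = 20 µM radicicol positive controls; yeast relying on Plasmodium falciparum Hsp90 in place of its own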
The depositor's hits bear a star; ? = inconclusive; . = no result given.

cpd	SMILES	Wnt act	PvdQ acylase	AddAB inh	CAL PDZ inh	Ecoli viability
1	O=C(CN1C(=O)C2CCCCC2C1=O)Nc1cc(C(F)(F)F)ccc1N1CCCC1 (configuration not stated)	1	-11	0.3	-2.1	0.9
2	NCCCCCc1nnc(SCc2ccc(Cl)cc2Cl)o1	.	11	1.1	-2.1	2.3
3	CCOC(=O)c1cc(CC)sc1/N=C/c1c(O)ccc2ccccc12	-1	-6	1.1	-0.4	-0.7
4	Cc1nc2ccc3nc(NC(=O)C4COc5ccccc5O4)sc3c2s1 (configuration not stated)	0	0	2.9	-0.3	0.3
5	Cn1nnc(NC(=S)NC(=O)c2ccco2)n1	.	16	3.0	-0.4	1.6
6	C=CCOc1c2ccc(C(=O)N(CC)c3ccc(OC)cc3)cc2nn1C	2	-11	4.2	-1.0	-1.4
7	O=C(CSc1nnc(C2CC2)n1CC1CCCO1)Nc1ccccc1Cl (configuration not stated)	0	-6	0.6	-1.0	-0.8
8	COc1cccc(C(=O)N(Cc2cccs2)C2CCS(=O)(=O)C2)c1 (configuration not stated)	4	-7	5.1	-1.3	1.6
9	O=C1NC(=O)C(c2ccc(Cl)cc2Cl)N1 (configuration not stated)	2	-8	.	-0.2	.
10	Cc1c(C(=O)/C=C/N(C)C)nnn1-c1ccc(Cl)c(Cl)c1	48*	-5	0.8	-7.6	-0.9
11	COc1cccc(CC(NC(C)=O)C(=O)NC2CCN(S(=O)(=O)c3ccc(NC(C)=O)cc3)CC2)c1OC (configuration not stated)	1	-7	2.0	-0.7	-0.8
12	COc1ccc(/C=C\c2nc(O)c([N+](=O)[O-])c(=O)[nH]2)cc1O	0	-19	0.0	-1.1	-0.6
13	CCCCN1CC(C(=O)NCc2ccc(C)cc2)CC1=O (configuration not stated)	.	-5	0.3	-3.6	-0.3
14	COc1ccc(NC(=O)COC(=O)c2ccccc2SCC(=O)N2CCCC2)cc1	10	-8	5.8	-2.4	0.4
15	Cc1ccc(S(=O)(=O)N2CCOCC2)cc1NC(=O)CNC1CCCC1	16	-15	2.9	0.1	2.6

cpd	Tat export inh	phage Ecoli inh	DAGLB inhibitor	Rtt109 HAT inh	PfHsp90 yeast 2
1	6	2.3	1	14	-31
2	-7	3.4	-1	.	.
3	3	2.6	0	-3	18
4	23	1.9	-8	-25	-41
5	-9	3.4	1	2	9
6	4	3.2	-1	-14	9
7	-5	0.7	1	-11	-1
8	-1	-2.7	-4	-8	9
9	4	0.8	4	-1	4
10	-4	3.9	3	1	-34
11	1	3.4	-2	-1	17
12	-11	-2.0	-1	-4	3
13	-3	4.5	2	-8	25
14	3	4.0	2	9	6
15	-4	2.9	-3	-4	-9

Filtered by structure, those above with two or more sulfur atoms
cpd	SMILES	Wnt act	PvdQ acylase	AddAB inh	CAL PDZ inh	Ecoli viability
4	Cc1nc2ccc3nc(NC(=O)C4COc5ccccc5O4)sc3c2s1 (configuration not stated)	0	0	2.9	-0.3	0.3
8	COc1cccc(C(=O)N(Cc2cccs2)C2CCS(=O)(=O)C2)c1 (configuration not stated)	4	-7	5.1	-1.3	1.6

cpd	Tat export inh	phage Ecoli inh	DAGLB inhibitor	Rtt109 HAT inh	PfHsp90 yeast 2
4	23	1.9	-8	-25	-41
8	-1	-2.7	-4	-8	9

Next results follow.
cpd	SMILES	Wnt act	PvdQ acylase	AddAB inh	CAL PDZ inh	Ecoli viability
16	CCOC(=O)c1sc(NC(=O)CCN2CCN(C)CC2)c(C(=O)OCC)c1C	0	-8	4.1	12	-1.4
17	CN(C)S(=O)(=O)c1ccc(Cl)c(C(=O)NCc2ccco2)c1	-2	-17	0.4	.	1.1
18	CNC(=S)N(Cc1cc2cc(OC)c(OC)cc2[nH]c1=O)C1CCCC1	-2	-10	0.3	-0.1	0.2
19	C#CCOCCOCCOCCNc1nc(N2CCN(C(=O)[C@H]([C@@H](C)CC)n3cc([C@@H](N)Cc4ccc(O)cc4)nn3)CC2)nc(N2CCN(C(=O)[C@H]([C@@H](C)CC)n3cc([C@@H](N)Cc4ccc(O)cc4)nn3)CC2)n1	17	-11	0.2	-0.7	-4.2
20	COC(=O)c1ccccc1NC(=O)c1ccc(-c2ccc(Br)cc2)o1	-2	-6	1.6	0.3	-0.9
21	CCN(NC(=O)C(O)(c1ccc(F)cc1)c1ccc(F)cc1)C(=O)c1ccccc1	.	-15	2.5	-2.1	-0.9
22	Nc1nc(Br)c2c(F)cccc2c1-c1ccc(F)cc1	-2	-12	-1.1	-1.4	1.8
23	O=S(=O)(c1ccc(Br)cc1)N1CCC(c2nc3ccccc3[nH]2)CC1	-2	-9	-4.1	-3.4	0.0
24	COc1ccccc1OCc1ccc(C(=O)N2CCN3CCCC3C2)cc1 (configuration not stated)	.	-11	1.4	-2.0	-0.1
25	CCCCNS(=O)(=O)c1ccc(NC(=O)Cc2ccc(OC)cc2)cc1	-1	-7	0.3	-1.7	0.3
26	COC(=O)c1sc(S(=O)(=O)N2CCN(c3ccccc3F)CC2)c(C(=O)OC)c1C	1	-7	0.0	-0.5	-1.6
27	O=C(CN(CC(=O)N1CCOCC1)S(=O)(=O)c1ccc(Br)s1)N1CCOCC1	.	2	3.6	0.1	2.5
28	CCc1ccccc1NC(=O)NCc1ccc2c(c1)OCO2	2	-14	-1.4	-3.6	1.9
29	COc1ccc(OC(=O)Cc2cccc3ccccc23)cc1	-3	-9	-0.7	-0.4	0.5
30	COCCNC(=S)N1CCc2cc(OC)c(OC)cc2C1c1cccs1 (configuration not stated)	-1	-9	3.8	-1.1	-0.3

cpd	Tat export inh	phage Ecoli inh	DAGLB inhibitor	Rtt109 HAT inh	PfHsp90 yeast 2
16	-1	2.3	1	-1	14
17	0	.	1	-3	-5
18	5	3.0	2	2	-12
19	-2	1.6	1	8	12
20	-5	2.9	-8	-4	-23
21	20	2.5	0	-2	0
22	19	2.1	-5	-13	-6
23	-9	-1.5	-2	-23	-16
24	-6	2.5	0	11	-1
25	-7	3.0	-4	-5	-18
26	1	-1.0	-9	4	.
27	-2	1.6	4	-7	12
28	0	1.0	0	-7	.
29	-1	2.1	-8	12	-13
30	0	-0.1	0	0	-9

Further structures
cpd	SMILES	Wnt act	PvdQ acylase	AddAB inh	CAL PDZ inh	Ecoli viability
31	CC(=O)Nc1ccc2c(c1)nc(C)n2Cc1ccccc1	0	-5	-1.9	-1.0	-0.8
32	COc1ccc(S(=O)(=O)N2CCCCCC2)cc1NC(=O)CN(C)Cc1ccc2c(c1)OCO2	-1	9	-2.5	0.6	-1.1
33	Cc1ccc2nc(C3CCN(CC(=O)Nc4ccc5c(c4)OCCO5)CC3)[nH]c2c1	-4	0	0.3	-1.3	2.6
34	COc1ccc(CNc2nc3ccccc3n2C)c(OC)c1	10	-11	1.9	-0.4	2.8
35	CCS(=O)(=O)CCSc1nc2ccccc2o1	.	-5	1.1	-3.0	-0.9
36	Cc1ccc(S(=O)(=O)CCSc2ccc(C(F)(F)F)cn2)cc1	-1	.	6.2	.	-0.5
37	O=C1CC(C(=O)Nc2nccs2)C(c2ccccc2)O1 (configuration not stated)	.	10	1.7	0.0	-0.8
38	Cc1cc(C)c2c(-n3cccc3)c(C(=O)NNS(=O)(=O)c3ccc(Br)cc3)sc2n1	0	-12	2.0	.	0.5
39	COc1ccccc1C(=O)Nc1ccccc1C(=O)NC1CCCCC1	-4	8	-0.9	-1.8	-1.6
40	CCOC(=O)c1sc(NC(=O)CN2CC(C)OC(C)C2)nc1C (configuration not stated)	1	2	2.1	-1.1	-3.5
41	CC(NCC(=O)NC(=O)NCCC1=CCCCC1)c1ccc(S(N)(=O)=O)cc1 (configuration not stated)	-1	7	.	0.7	.
42	N#Cc1ccc(OCC(=O)NCC2COc3ccccc3O2)cc1 (configuration not stated)	0	-7	0.0	-0.4	-1.6
43	O=C(NCc1ccco1)c1ccc(=O)[nH]n1	-1	-5	3.8	-2.5	0.5

cpd	Tat export inh	phage Ecoli inh	DAGLB inhibitor	Rtt109 HAT inh	PfHsp90 yeast 2
31	0	1.4	2	-3	-8
32	9	5.8	-7	10	.
33	-4	1.1	1	-2	-28
34	-5	1.5	0	2	-15
35	0	0.3	4	-6	11
36	.	2.4	.	.	.
37	32	3.3	0	13	-9
38	8	1.8	8	?	.
39	-3	0.9	-6	24	6
40	-1	-1.3	-2	-8	7
41	3	1.7	-5	16	4
42	7	-0.3	1	4	8
43	5	1.3	-1	-7	6

Sorted by formula weight (low to high): five of the compounds above
cpd	SMILES	Wnt act	PvdQ acylase	AddAB inh	CAL PDZ inh	Ecoli viability
35	CCS(=O)(=O)CCSc1nc2ccccc2o1	.	-5	1.1	-3.0	-0.9
42	N#Cc1ccc(OCC(=O)NCC2COc3ccccc3O2)cc1 (configuration not stated)	0	-7	0.0	-0.4	-1.6
40	CCOC(=O)c1sc(NC(=O)CN2CC(C)OC(C)C2)nc1C (configuration not stated)	1	2	2.1	-1.1	-3.5
33	Cc1ccc2nc(C3CCN(CC(=O)Nc4ccc5c(c4)OCCO5)CC3)[nH]c2c1	-4	0	0.3	-1.3	2.6
41	CC(NCC(=O)NC(=O)NCCC1=CCCCC1)c1ccc(S(N)(=O)=O)cc1 (configuration not stated)	-1	7	.	0.7	.

cpd	Tat export inh	phage Ecoli inh	DAGLB inhibitor	Rtt109 HAT inh	PfHsp90 yeast 2
35	0	0.3	4	-6	11
42	7	-0.3	1	4	8
40	-1	-1.3	-2	-8	7
33	-4	1.1	1	-2	-28
41	3	1.7	-5	16	4

Screening results as filed in PubChem BioAssay.
